# HCT116 bCat-KO: primary screen for growth suppressors in beta-catenin knockout HCT116 cells (colon tumor, human) | AID 818, 2007 | 140,000 compounds, 1.5% hits | viability, % at 10 µM | HCT116 beta-catenin knockout viability, CellTiter-Glo, 60 h; active compounds read low;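 active = viability at or under a set limit, the compound median less 4 SD, cut at about 6% in these data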;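 also: 0% = Hyamine 1622 control at 20 µM and 100% = untreated cell control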
# Phagocyt inh: inhibitors of macrophage phagocytosis, primary screen, imaging, J774A.1 cells, IgG beads; inhibition, % at 5 µM; J774A.1 macrophage IgG-bead phagocytosis; 110,000 compounds, 0.07% hits;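 active = inhibition above the mean of the plate negative controls plus 5 SD, cut at about 13% in these data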;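 also: phagocytic index as fraction of beads internalized from green versus red external bead signal; plate controls were DMSO negative control for no effect and cytochalasin-D positive control for full effect; some results beyond the cut were filed as inactive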
# GALR2 blocker: GALR2 antagonists in receptor-expressing cells, primary screen | Galanin receptor type 2 (Homo sapiens), O43603 | antagonist mode | inhibition, % at 4 µM | 140,000 compounds, 0.39% hits; in the data active = inhibition above about 27%;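 also: cells stimulated with galanin 1-16 at roughly its EC80; 0% = agonist challenge control and 100% = basal control without agonist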
# Target sequence (O43603 whole entry, looked up): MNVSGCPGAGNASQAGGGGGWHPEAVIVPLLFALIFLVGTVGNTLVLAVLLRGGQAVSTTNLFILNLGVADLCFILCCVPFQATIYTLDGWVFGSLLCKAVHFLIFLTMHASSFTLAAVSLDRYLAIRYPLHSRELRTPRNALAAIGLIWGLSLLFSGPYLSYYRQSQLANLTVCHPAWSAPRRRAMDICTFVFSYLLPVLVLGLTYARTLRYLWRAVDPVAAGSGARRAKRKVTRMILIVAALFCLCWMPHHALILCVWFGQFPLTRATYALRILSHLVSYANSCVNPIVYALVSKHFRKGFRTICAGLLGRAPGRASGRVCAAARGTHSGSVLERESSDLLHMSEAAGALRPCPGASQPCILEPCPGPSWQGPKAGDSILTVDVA
# Measles CPE: compounds protecting cells from measles virus cytopathic effect, primary screen, measles RdRp inhibitor project, single point, MLSMR library, absorbance | Measles virus-infected cells, CPE protection | AID 841, 2007 | protection (pct of control), % at 4 µM | 140,000 compounds, 1.5% hits; in the data active = protection mostly above about 24%, no sharp cut-off; inactive = mostly below about 26%; also: some compounds called inactive have numbers as strong as hits
# Yeast lifespan up: compounds extending yeast replicative lifespan, primary screen, S. cerevisiae, OD615. S. cerevisiae growth with nicotinamide; deaD strain in restrictive glucose medium. inhibition of the nicotinamide effect, % at 10 µM. 130,000 compounds, 0.68% hits. AID 775, 2007;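 active = inhibition above a set limit, placed 3 SD over the median of all compounds, cut at about 26% in these data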;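 also: 0% = nicotinamide-treated wells and 100% = cells grown without nicotinamide; some compounds called inactive have numbers as strong as hits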
#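 Material: Modified budding yeast, DeaD strain | Medium: Restrictive glucose medium | Probe or stimulus: 1.5 mM nicotinamide | Dosing: Single dose 10 µM compound, 0.25% DMSO | Times: 48 h at 30 °C | Technique: OD615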
# E-sel TNF inh: E-selectin induction blockers in HUVEC – imaging, immunofluorescence, high content, primary screen; 120,000 compounds, 0.71% hits; HUVEC TNFa-induced E-selectin immunofluorescence; inhibition, % at 2 µM;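 active = inhibition above the batch mean plus 3 SD, and confirmed as a hit on visual image review, cut at about 43% in these data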;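 also: 0% = TNF-stimulated DMSO wells and 100% = unstimulated control wells; not every result past the cut was called active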
# NPY-Y2 antag: NPY-Y2 receptor antagonists, primary screen, cell-based; Neuropeptide Y receptor type 2 (Homo sapiens), P49146; NPY-Y2 expressing cells, antagonist mode; inhibition, % at 2.7 µM; 140,000 compounds, 0.99% hits; in the data active = inhibition above about 17%;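 also: 0% = vehicle with agonist challenge and 100% = reference antagonist with challenge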
# Target sequence (P49146 whole entry, looked up): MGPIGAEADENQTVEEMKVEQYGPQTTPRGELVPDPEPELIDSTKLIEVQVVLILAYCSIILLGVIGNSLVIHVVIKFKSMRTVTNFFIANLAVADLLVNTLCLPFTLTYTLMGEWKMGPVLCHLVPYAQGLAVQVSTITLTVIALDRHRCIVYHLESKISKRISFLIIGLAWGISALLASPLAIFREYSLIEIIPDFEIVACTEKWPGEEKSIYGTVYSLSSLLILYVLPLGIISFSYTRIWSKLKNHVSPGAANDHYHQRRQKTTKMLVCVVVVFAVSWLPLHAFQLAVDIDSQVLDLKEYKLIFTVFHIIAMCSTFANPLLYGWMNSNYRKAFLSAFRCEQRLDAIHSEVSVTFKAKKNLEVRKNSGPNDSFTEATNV
# HCT116 PTEN-null: growth suppression of PTEN-null HCT116, primary screen, cell-based, CellTiter-Glo; HCT116 PTEN-null viability, 60 h; active compounds read low; viability, % at 10 µM; 140,000 compounds, 1.2% hits; AID 827, 2007;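 active = viability at or below a set limit, 4 SD under the median of all tested compounds, cut at about 3.7% in these data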;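 also: PTEN knockout HCT116 line with beta catenin targeted HCT116 as companion control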
# BB579 growth dn: growth inhibitors of yeast BB579 in restrictive medium, primary screen, yeast lifespan-shortening project, S. cerevisiae; OD615, 48 h; inhibition, % at 10 µM; 140,000 compounds, 0.51% hits; AID 804, 2007;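 active = inhibition above a set limit, 3 SD over the mean compound inhibition, cut at about 44% in these data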; also: inactives centre near -24
#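 Detection: OD615 turbidity measurement; Material: Saccharomyces cerevisiae DeaD strain BB579, replicative lifespan model yeast; Timing: 48 h exposure, 30 °C; Doses: single 10 µM dose; Medium: CSMM-D restrictive synthetic medium containing dextrose (glucose); Controls: amphotericin B at 10 µg/mL as positive control.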
# MRP1 act: H69AR viability gain despite doxorubicin, primary screen, MRP-1 activator project, H69AR cells, CellTiter-Glo; viability rescue; viability increase, % at 10 µM; 140,000 compounds, 0.61% hits;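 active = viability gain under doxorubicin at or above a set limit, the compound median plus 3 SD, cut at about 4.7% in these data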;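 also: MRP-1 overexpressing cells given doxorubicin 25 µM after compound pretreatment; 18-22 h compound pretreatment then 72 h with doxorubicin before readout; 0% = doxorubicin-only wells and 100% = vehicle-treated cells without doxorubicin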
# Numbers without * were called inactive; / = not tested or not shown.
SMILES,HCT116 bCat-KO,Phagocyt inh,GALR2 blocker,Measles CPE,Yeast lifespan up,E-sel TNF inh,NPY-Y2 antag,HCT116 PTEN-null,BB579 growth dn,MRP1 act
CC(C)Cc1nc2oc3c(Cl)ncnc3c2c2c1CCC2,0.9*,-2.2,7.1,16.7,-21.0,-9.0,1.8,0.8*,-33.9,-6.8
N#CC(C#N)=Cc1cn(-c2ncc(C(F)(F)F)cc2Cl)c2ccccc12,115.4,0.6,2.1,3.0,-3.0,36.2,2.3,107.2,-52.0,-1.2
CC(=O)Nc1cccc(NC(=O)CSc2ccc(C(F)(F)F)cc2[N+](=O)[O-])c1,87.5,-1.9,2.7,/,-15.4,29.0,0.7,73.5,-20.2,-0.8
Cc1[nH]n2c(=O)c(C#N)c(-c3ccccc3)nc2c1-c1ccccc1,107.3,-1.1,9.6,5.6,-17.2,-20.6,-2.1,95.7,-31.4,-3.8
CCOc1ccc(C(=O)CCc2nc3ccccc3s2)cc1,70.4,/,-1.3,6.7,7.7,/,5.2,63.5,3.4,-3.7
CCN(CC)S(=O)(=O)c1cccc(C(=O)OCC(=O)c2ccc3c(c2)NC(=O)CO3)c1,99.1,-0.8,5.7,18.5,-13.7,10.8,1.2,111.2,-54.8,-0.6
Cc1cc(C(=O)Nc2nc3c(C)cccc3s2)c(C)o1,85.2,-0.5,-3.3,2.7,-4.6,-3.0,12.8,90.2,-12.6,-0.9
CCN(CC)c1ccc2cc(-c3nnc(-c4ccccc4)o3)c(=O)oc2c1,21.8,/,1.2,2.2,/,-4.9,1.5,14.6,-48.0,2.5
O=C(NCc1ccco1)c1cc2cc3ccc(Cl)cc3nc2o1,9.1,0.0,8.4,9.0,-9.3,-2.1,-1.3,18.2,-71.0,-3.0
Cc1ccc(C2(C)NC(=O)N(CC(=O)Nc3cc(S(=O)(=O)N4CCOCC4)ccc3C)C2=O)cc1 (stereo not given),94.5,5.0,-2.3,5.3,6.9,/,2.8,86.4,-29.7,-1.1
CC12CCC(=O)N1C(C(=O)O)Cc1c2[nH]c2ccccc12 (stereo not given),104.9,0.0,15.6,0.4,-2.8,-36.0,-1.6,108.6,-85.4,0.5
COc1ccc(CN(C(=O)CSc2nnc(-c3ccc(F)cc3)o2)c2ccc(F)cc2)cc1,93.1,-0.5,11.2,15.4,4.8,/,12.2,88.9,-17.4,0.2
O=C(Nc1ccc(-c2nc3ncccc3o2)cc1)c1ccc(Br)o1,101.9,/,-13.6,6.2,-12.7,-1.7,-0.7,108.2,-1.3,-0.3
CC(C)(C)OC(=O)[C@H]1[C@H](c2ccc([N+](=O)[O-])cc2)C2(C(=O)c3ccccc3C2=O)C2c3ccccc3C=NN21 (stereo not given in full),48.4,8.5,-9.5,5.6,42.9*,/,7.4,47.8,-14.6,0.9
O=C(N/N=C/c1ccncc1)c1cc2ccccc2o1,92.1,/,-5.1,3.7,0.4,/,2.8,99.6,-2.3,-0.7
CCn1c(O)c(C=NC2CCCC2)sc1=S,100.8,-0.1,-9.6,24.9,-8.3,-4.6,2.2,98.7,-71.3,0.2
CCOP(=O)(OCC)C(Nc1ccccc1)c1cc(OC)ccc1OC (stereo not given),96.9,-4.2,1.5,6.7,9.4,/,-0.4,97.8,-9.8,-1.4
COc1ccc(CNC(=O)COC(=O)c2cc(-c3cccs3)nc3ccccc23)cc1OC,105.2,-0.4,-8.0,7.3,-8.7,-15.7,1.3,103.8,-11.0,-1.5
Cc1ccc(N2CCN(CC(=O)Nc3c(C(=O)C4CC4)oc4ccccc34)CC2)cc1,90.8,0.7,0.6,11.4,-4.9,17.6,3.3,86.6,14.3,-0.4
O=S(=O)(CCc1ccccc1)N1CCOCC1,102.3,-0.7,10.2,0.7,-9.9,-22.6,-1.4,95.8,15.6,0.5
COn1c(SCC(N)=O)nc2ccccc2c1=O,93.4,0.2,0.2,22.6,-2.9,9.7,-1.6,107.5,-35.2,-0.1
Cc1nn2c(=O)cc(COC(=O)c3ccc(S(=O)(=O)N4CCCCC4)cc3)nc2s1,97.0,0.1,6.0,20.1,-3.1,-1.2,-0.6,109.5,-33.5,-0.6
CC(=O)c1nc(N2C(=O)CC(Cc3cccc(C)c3)C2=O)sc1C (stereo not given),83.2,/,12.6,42.8*,-16.3,24.0,3.2,85.2,-6.1,-1.3
O=C1CSC(=Nc2ccc(O)cc2)N1c1ccc(O)cc1,94.1,/,7.5,12.6,-4.4,13.3,-1.0,96.2,-26.1,0.7

# Random excerpt: three records from the list.
SMILES,HCT116 bCat-KO,Phagocyt inh,GALR2 blocker,Measles CPE,Yeast lifespan up,E-sel TNF inh,NPY-Y2 antag,HCT116 PTEN-null,BB579 growth dn,MRP1 act
CC(C)(C)OC(=O)[C@H]1[C@H](c2ccc([N+](=O)[O-])cc2)C2(C(=O)c3ccccc3C2=O)C2c3ccccc3C=NN21 (stereo not given in full),48.4,8.5,-9.5,5.6,42.9*,/,7.4,47.8,-14.6,0.9
CC(=O)c1nc(N2C(=O)CC(Cc3cccc(C)c3)C2=O)sc1C (stereo not given),83.2,/,12.6,42.8*,-16.3,24.0,3.2,85.2,-6.1,-1.3
O=C(N/N=C/c1ccncc1)c1cc2ccccc2o1,92.1,/,-5.1,3.7,0.4,/,2.8,99.6,-2.3,-0.7

# The listing continues.
SMILES,HCT116 bCat-KO,Phagocyt inh,GALR2 blocker,Measles CPE,Yeast lifespan up,E-sel TNF inh,NPY-Y2 antag,HCT116 PTEN-null,BB579 growth dn,MRP1 act
Cc1[nH]c2ccccc2c1C(=O)CSC(=S)N(C)C,96.8,-1.3,2.2,4.8,-4.1,-14.5,1.0,85.5,-40.4,-1.7
Cc1ccc(OCCCn2ccnc2)c([N+](=O)[O-])c1,97.6,-3.3,1.7,3.6,9.2,/,2.3,107.3,-5.2,-2.1
Cc1cccc(NC(=O)c2sc(NC(=O)c3ccco3)c(C#N)c2C)c1C,91.7,-2.8,7.2,7.8,-4.0,/,-1.4,85.5,-9.8,-3.8
Cc1ccc(S(=O)(=O)N2CCC(C(=O)Nc3nnc(C45CC6CC(CC(C6)C4)C5)s3)CC2)cc1,63.8,-4.3,3.0,4.5,-15.6,/,3.2,76.0,-43.9,-2.6
CC1(C)OC(=O)N(c2ccccn2)C1(C)O (stereo not given),98.2,/,-1.6,7.0,-5.8,8.8,-0.3,105.7,-20.0,-0.5
O=C(CCn1c(=O)[nH]c2ccccc2c1=O)N1CCN(c2cccc(C(F)(F)F)c2)CC1,86.1,-1.1,5.7,21.0,-19.5,-9.4,3.3,83.7,-34.1,1.3
Cc1onc(-c2ccccc2Cl)c1C(=O)Nc1nc2c(s1)CCCC2,107.3,/,11.2,0.2,-8.8,6.5,-1.5,82.4,-21.5,-1.4
CN(Cc1c(F)cccc1Cl)c1ccc(S(=O)(=O)N2CCOCC2)cn1,88.5,0.7,-0.9,6.6,-17.5,6.3,3.4,89.2,-44.1,-0.2
COc1ccc(C2=NN(C(=S)Nc3ccccc3)C(c3ccccc3)C2)cc1 (stereo not given),83.3,-5.8,9.9,7.1,1.4,/,4.0,80.6,6.2,-2.2
Cc1sc2nc(C3CC3)nc(SCC(=O)N3CCc4ccccc4C3)c2c1C,71.6,0.7,6.7,2.2,-4.3,/,3.6,71.5,-21.4,-2.1
COc1ccc(/C(N)=N/OC(=O)COc2ccccc2Cl)cc1,96.2,0.1,0.9,9.3,-3.7,3.4,6.6,111.0,-15.7,1.9
O=C1CCCN1CCC1CCN(C2CC(=O)N(Cc3ccc(N4CCCC4=O)cc3)C2=O)CC1 (stereo not given),94.7,-0.3,6.0,5.1,-22.9,3.1,1.6,92.6,-37.7,-1.9
CCOC(=O)Cn1c(=O)oc2cc(S(=O)(=O)Nc3cc(Cl)ccc3OC)ccc21,92.4,-0.2,6.4,11.5,-1.4,-7.6,-1.1,101.1,-34.9,-2.5
Cc1cc(SC(C)C(=O)NCC(=O)Nc2ccc(F)c(F)c2F)nc2ccccc12 (stereo not given),78.7,-12.7,7.8,22.9,-6.1,31.5,3.3,82.0,-41.5,-2.2
N#Cc1c2c(c[nH]c1=O)CCN2Cc1ccccc1,94.4,/,-18.8,43.8*,/,-14.8,6.1,103.2,0.2,-1.0
CSCSC1=C(C#N)C(c2ccc(Cl)cc2)C(C(C)=O)=C(C)N1 (stereo not given),46.1,0.0,5.8,21.3,-15.7,-10.3,2.1,46.1,-30.1,-5.2
COc1ccc(OC)c(NC(=O)COC(=O)c2ccc(S(=O)(=O)N3CCOCC3)cc2)c1,96.9,-0.6,10.5,3.2,-7.6,-31.8,-1.0,102.5,-41.5,-0.7
O=C(/C=C/c1ccc2c(c1)OCO2)Nc1nc(-c2ccc(F)cc2F)cs1,5.8*,-2.9,2.2,11.0,-0.1,/,7.9,11.7,-0.6,-4.4
COC(=O)c1sc2nc3c(cc2c1N)C(=O)CC(C)(C)C3,103.8,-0.2,-9.1,3.1,-12.8,-17.3,8.0,96.2,-45.1,2.3
COc1ccc(S(=O)(=O)N2CCCCC2)cc1NC(=O)c1ccc2ccccc2n1,91.2,-5.0,4.2,23.4,-2.5,/,1.4,100.8,-23.8,-2.5
S=c1[nH]nc(-c2ccncc2)n1Cc1ccco1,106.0,0.5,-2.9,26.3,0.2,-1.8,3.7,102.4,-41.5,-0.3
CCn1c(SCc2ccccc2)nnc1-c1ccc(S(=O)(=O)N2CCCCC2)cc1,72.4,0.1,8.5,10.2,1.6,-26.6,4.0,71.2,-29.7,-4.8
COc1ccc(CCNS(=O)(=O)c2ccc(S(=O)(=O)N3CCCC3)cc2)cc1OC,80.0,0.9,-0.7,25.9,-6.0,19.3,0.1,79.0,14.4,-0.9
CC1=CC(C)(C)Nc2ccc(OS(=O)(=O)c3ccc(C)cc3)cc21,90.2,-1.9,-10.4,/,-1.0,-25.6,2.4,87.8,-6.8,-0.8
CC(NC(=O)c1ccc([N+](=O)[O-])cc1[N+](=O)[O-])c1ccc(-c2ccccc2)cc1 (stereo not given),85.5,-2.9,6.5,40.0*,1.2,3.3,1.8,86.8,-29.4,-2.5
O=C(Cn1cccc1C(=O)c1ccccc1)NCCN1CCCCCC1,84.1,-2.1,-11.5,34.7,-3.3,/,2.3,85.7,-22.5,-4.5
CN(C)/C=C(\C=N\OCc1ccc(Cl)cc1Cl)C(=O)Nc1ccc(Cl)c(Cl)c1,81.0,1.0,2.7,26.6,-7.2,26.4,4.6,77.6,-61.8,-0.5
CCOC(=O)c1c(N)nn(C(C)=O)c1-c1ccccc1,108.5,-0.8,1.0,5.1,-14.7,-17.0,2.9,92.2,-19.6,-1.4
O=C(NCCO)/C(=C/c1ccc(Br)cc1)NC(=O)c1cccs1,99.3,-0.7,1.5,19.8,-2.0,1.3,1.8,89.8,-31.8,0.1
